Tb MetRS inh: Trypanosoma brucei MetRS inhibition | AID 624268 | inhibition, % at 11.9 µM | purified T. brucei MetRS, ATP depletion, Kinase-Glo luminescence | 360,000 tested, 0.4% active;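 active = inhibition above a per-plate cutoff of the control wells' mean inhibition plus 3 SD, cut at about 5.5% in these data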;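 note: 0% = DMSO wells median and 100% = median of wells with control inhibitor compound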
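assay system = parasite MetRS enzyme | timing = 15 min preincubation, 2 h reaction, all 25 °C | evaluation = percent inhibition relative to median high and low control wells | medium = HEPES buffer containing pyrophosphatase, BSA, spermine, DTT | compound = single dose, 11.9 µM final nominal, 0.9% final DMSO | detection = Kinase-Glo luminescence, ATP depletion format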
PABP1 MLLE inh: inhibitors of microRNA-mediated deadenylation, human PABP1 MLLE binding | P11940 | 360,000 tested, 0.36% active | GST-MLLE / FITC-PAM2 fluorescence polarization | inhibition, % at 20 µM | AID 588489; in the data active = inhibition above about 35%, passing the limit was not always enough;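 note: plate controls were DMSO wells with GST-MLLE for no effect and wells lacking GST-MLLE protein for full effect; some results filed as inactive read as strong as hits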
SUMO1 PPI mod: SUMO1-SIM interaction modulation. P63165. SUMO1 binding to a labelled peptide, TR-FRET, 1 h. inhibition, % at 20 µM. 360,000 tested, 0.33% active; in the data active = inhibition above about 37%
NadD block: NadD (S. aureus) enzyme inhibition; purified NadD enzyme, colorimetric absorbance read-out; inhibition, % at 20 µM; 360,000 tested, 0.78% active; AID 602399; in the data active = inhibition above about 26%; note: some compounds past the cut are filed as inactive
STEP inh: inhibitors of human striatal-enriched phosphatase STEP; AID 588621; inhibition, % at 20 µM; 360,000 tested, 0.25% active; P54829; recombinant STEP, OMFP fluorogenic substrate, fluorescence;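 active = inhibition at 20 µM, scaled per plate between control wells, above about 37%, limit read from the data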;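 note: 0% = DMSO with enzyme and substrate and 100% = substrate only without enzyme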
Target sequence (P54829 whole entry, looked up): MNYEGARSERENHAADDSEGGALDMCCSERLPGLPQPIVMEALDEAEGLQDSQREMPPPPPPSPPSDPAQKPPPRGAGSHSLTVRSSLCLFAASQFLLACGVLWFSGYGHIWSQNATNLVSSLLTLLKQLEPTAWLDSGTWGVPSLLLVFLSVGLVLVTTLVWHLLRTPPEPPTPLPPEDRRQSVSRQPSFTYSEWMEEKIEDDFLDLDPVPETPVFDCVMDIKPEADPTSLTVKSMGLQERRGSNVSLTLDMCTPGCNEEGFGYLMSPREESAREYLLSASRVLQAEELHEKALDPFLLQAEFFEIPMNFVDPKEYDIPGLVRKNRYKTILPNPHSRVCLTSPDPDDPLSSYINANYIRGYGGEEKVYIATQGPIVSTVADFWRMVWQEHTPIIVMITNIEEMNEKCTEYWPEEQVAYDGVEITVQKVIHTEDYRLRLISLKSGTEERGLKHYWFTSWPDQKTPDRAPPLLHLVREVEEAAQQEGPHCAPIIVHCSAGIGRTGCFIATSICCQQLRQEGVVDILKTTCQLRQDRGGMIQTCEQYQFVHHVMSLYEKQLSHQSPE
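Measure: Control-normalized % inhibition with plate pattern correction | Test system: STEP phosphatase, cell-free reaction | Medium: pH 6.0 Bis-Tris with DTT and Tween 20 | Technique: Fluorescence, 480/540 nm | Times: Reaction 20 min, ambient temperature | Doses: Single compound dose of 20 µM, 1% DMSO final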
Scp-1 inhibitor: Scp-1 (human) phosphatase inhibition. Q9GZU7. Recombinant Scp1, phosphopeptide, malachite green phosphate absorbance. inhibition, % at 20 µM. 340,000 tested, 0.88% active. AID 493091;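 active = inhibition above about 50% at 20 µM, limit read from the data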;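 note: plate controls were DMSO wells with enzyme for no effect and wells lacking enzyme for full effect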
Target sequence (Q9GZU7 76-261 limits assumed): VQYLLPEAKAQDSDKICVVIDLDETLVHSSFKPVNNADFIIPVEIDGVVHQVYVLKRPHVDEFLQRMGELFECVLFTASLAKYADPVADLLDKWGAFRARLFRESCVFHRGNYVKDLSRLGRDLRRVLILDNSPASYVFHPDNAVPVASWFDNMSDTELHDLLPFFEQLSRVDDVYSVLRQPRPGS
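Test system: SCP-1 phosphatase catalytic domain, residues 76-261; measured by: colorimetric phosphate reagent with accelerator and stabiliser, absorbance at 630 nm; timing: enzyme reaction 45 min at room temperature, colour 5 min, stabilisation 30 min; also added: Phosphorylated 17-residue peptide substrate; compound dosing: one concentration, 20 µM, with 1.0% DMSO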
LMPTP inh: blocks human LMPTP phosphatase; P24666; recombinant LMPTP-A, OMFP fluorogenic substrate, fluorescence intensity; inhibition, % at 20 µM; 360,000 tested, 0.22% active; AID 651560;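 active = compounds that cut the enzyme signal by at least half of the control window in the single-dose screen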;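 note: plate controls were DMSO wells with enzyme plus substrate for no effect and substrate without enzyme for full effect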
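Test system – LMPTP-A enzyme · Amount – LMPTP-A at 0.625 nM final in the reaction · Buffer or medium – Bis-Tris pH 6.0, DTT, detergent · Reagent – OMFP 400 µM · Doses – single 20 µM dose · Schedule – reaction 50 min, room temperature, dark · Detection – fluorescence intensity of OMFP turnover product · Evaluation – percent inhibition versus substrate-only and uninhibited controls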
Rpn11 inh: Rpn11 (human) deubiquitinase inhibition; O00487; human 26S proteasome, Ub4-pepOG fluorescence polarization; 20S core pre-blocked with epoxomicin; calls only at 20 µM; 360,000 tested, 0.59% active; AID 588493;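 active = inhibition at 20 µM, scaled to each plate's controls, above about 33%, limit read from the data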
CSN inh: blocks human CSN-mediated cullin deneddylation; Purified CSN, SCF-Nedd8-OG deneddylation, fluorescence polarization; inhibition, % at 12.5 µM; 360,000 tested, 0.38% active; AID 651999;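 active = pattern-corrected inhibition above about 35%, with an unprinted fluorescence ratio check between 0.5 and 1.5, limit read from the data, passing the limit was not always enough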;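 note: 0% = enzyme with substrate and 100% = substrate without enzyme; some results filed as inactive read as strong as hits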
Target sequence (Q92905 whole entry, looked up, one chain of several): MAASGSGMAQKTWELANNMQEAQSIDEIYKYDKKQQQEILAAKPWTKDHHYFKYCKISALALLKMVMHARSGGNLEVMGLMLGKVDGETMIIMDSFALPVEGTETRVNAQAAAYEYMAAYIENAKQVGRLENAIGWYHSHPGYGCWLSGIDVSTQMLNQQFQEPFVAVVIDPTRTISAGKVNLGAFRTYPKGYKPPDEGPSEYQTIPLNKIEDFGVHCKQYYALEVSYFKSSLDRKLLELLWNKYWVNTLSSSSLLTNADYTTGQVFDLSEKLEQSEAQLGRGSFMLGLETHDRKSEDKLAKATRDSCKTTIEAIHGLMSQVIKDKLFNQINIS
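Assay system: purified human Csn5 enzyme expressed in HEK293T cells; measure: % inhibition; also added: SCFSkp2-Nedd8OG substrate at 10 nM final; technique: fluorescence polarization; times: reaction 90 min, room temperature; medium: Tris buffer pH 7.5, NaCl, DTT, Tween-20, trehalose, ovalbumin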
DNMT1 block: inhibitors of human DNMT1. P26358. DNMT1 molecular beacon, Hinp1I cleavage, fluorescence. inhibition (reported as % activation of signal), % at 10 µM. 360,000 tested, 0.83% active. AID 588458; in the data active = inhibition above about 50%
* = called active by the depositor; i = inactive; / = not tested or not shown; & = joins results of further samples.

SMILES | Tb MetRS inh | PABP1 MLLE inh | SUMO1 PPI mod | NadD block | STEP inh | Scp-1 inhibitor | LMPTP inh | Rpn11 inh | CSN inh | DNMT1 block
COc1ccc(/C=C(/C#N)c2cccnc2)cc1OC | 16* | -2 | -24 | -2 | 2 | -4 | -1.3 | i | 5 | -2
CCc1ccc(C(=O)N2CCCC2)s1 | -1.4 | -5 | -1 | -7 | -2 | 3 | -0.8 | i | 0 | -1
Cc1ncn(-c2ccccc2)c1-c1ccccc1 | -0.2 | 10 | -2 | -3 | 0 | -6 | -1.5 | i | -7 | 7
CCN(CC)c1ccc2c(Cl)c(Br)c(=O)oc2c1 | -0.8 | -54 | -17 | 4 | 4 | -3 | 1.6 | i | -24 | 9
CCOc1cccc(C(=O)Nc2ccc3ccccc3c2)c1 | -0.2 | 20 | -2 | -7 | 0 | -6 | 2.3 | i | -2 | 2
COc1ccccc1N1CCN(C(=O)c2cccc3c(=O)c(C)c(-c4ccccc4)oc23)CC1 | 0.8 | 7 | 5 | 6 | 2 | 0 | 0.5 | i | -3 | 0
COc1ccc(NC(=O)c2ccc(NC(=O)CN(C)CC(=O)Nc3c(C)cccc3C)cc2)cc1 | -0.1 | -13 | 5 | 4 | -3 | -6 | 0.0 | i | 3 | -10
CC(=O)Nc1cccc(-n2c(=O)n(Cc3ccccc3)c(=O)c3[nH]cnc32)c1 | 1.5 | 3 | 11 | 0 | -8 | -4 | -0.8 | i | -1 | 5
CC1(C)CC(=O)N(c2ccc(Cl)cc2Cl)C(=O)C1 | -0.2 | -11 | -1 | -8 | 0 | -3 | -0.4 | i | -1 | 1
Cc1csc(NC(C)c2nc3cc(Cl)c(N4CCCCC4)cc3n2CCOCCO)n1 (stereo not drawn) | -0.2 | -91 | -3 | 3 | 0 | -8 | 1.3 | i | -1 | -1
Cc1ccc(S(=O)(=O)N2C[C@@H](C)[C@]3(C2)[C@H](O)[C@H](OC(=O)Nc2cccs2)C[C@H]2C(=O)N(c4ccccc4)C(=O)[C@H]23)cc1 | -1.5 | 20 | 4 | 12 | 3 | / | 0.6 | i | 1 | -17
Cc1ccc(/C=N\NC(=O)c2cc([N+](=O)[O-])cc([N+](=O)[O-])c2)o1 | -0.6 | 8 | -27 | 4 | 3 | 8 | -1.1 | i | -6 | -2
COC(=O)c1ccc(COc2cccc3c2CCN(Cc2cccc(C)c2)C3=O)o1 | -0.4 | -6 | 3 | -1 | -1 | -12 | 4.4 | i | -4 | -1
O=C1CC[C@@H](C(=O)N2CSC[C@H]2C(=O)O)N1 | 0.4 | -15 | 4 | -1 | 4 | -1 | -2.6 | i | 0 | 2
COc1ccc(CC(=O)Nc2c3c(nn2-c2cccc(C)c2C)CS(=O)(=O)C3)cc1 | 0.2 | 7 | 1 | -3 | -2 | -6 | -2.4 | i | 0 | 1
Cc1csc(=Nc2ccc(S(=O)(=O)N3CCOCC3)cc2)n1Cc1ccco1 | 0.0&0.6 | 4&11 | -9&0 | 11&7 | 3&2 | -8&0 | 0.6&3.5 | i | 0&1 | -9&-5
C/C(=N\Nc1nc(N2CCCCC2)nc(N2CCOCC2)n1)c1cccs1 | 0.2 | 11 | 0 | 1 | -3 | -7 | -0.6 | i | -14 | 1
COc1cc(O)c(CCO)c2c1C(=O)C[C@@H](C)O2 | 0.1 | 4 | 4 | 1 | -3 | 4 | -0.8 | i | 0 | 0
CN(C)CC#Cc1cncc(C(=O)NNC(=O)Nc2ccc(Cl)cc2)c1 | -0.1 | 8 | -2 | -1 | -2 | -9 | -2.2 | i | -3 | -4
COc1ccc(N2CCN(C(=O)Cn3cnc4c(cnn4-c4ccc(C)cc4)c3=O)CC2)cc1 | -0.3 | 1 | 3 | -4 | -2 | -10 | -1.2 | i | -11 | 9

Record cards (already shown). Values in the order: Tb MetRS inh, PABP1 MLLE inh, SUMO1 PPI mod, NadD block, STEP inh, Scp-1 inhibitor, LMPTP inh, Rpn11 inh, CSN inh, DNMT1 block
CC(=O)Nc1cccc(-n2c(=O)n(Cc3ccccc3)c(=O)c3[nH]cnc32)c1 is listed as 1.5, 3, 11, 0, -8, -4, -0.8, i, -1, 5
Cc1ccc(S(=O)(=O)N2C[C@@H](C)[C@]3(C2)[C@H](O)[C@H](OC(=O)Nc2cccs2)C[C@H]2C(=O)N(c4ccccc4)C(=O)[C@H]23)cc1 is listed as -1.5, 20, 4, 12, 3, /, 0.6, i, 1, -17
COc1ccccc1N1CCN(C(=O)c2cccc3c(=O)c(C)c(-c4ccccc4)oc23)CC1 is listed as 0.8, 7, 5, 6, 2, 0, 0.5, i, -3, 0
CCc1ccc(C(=O)N2CCCC2)s1 is listed as -1.4, -5, -1, -7, -2, 3, -0.8, i, 0, -1
CCOc1cccc(C(=O)Nc2ccc3ccccc3c2)c1 is listed as -0.2, 20, -2, -7, 0, -6, 2.3, i, -2, 2

Later entries.
SMILES | Tb MetRS inh | PABP1 MLLE inh | SUMO1 PPI mod | NadD block | STEP inh | Scp-1 inhibitor | LMPTP inh | Rpn11 inh | CSN inh | DNMT1 block
CCc1cccc2c(C(=O)C(F)(F)F)cn(CC(=O)NCC3CCCO3)c12 (stereo not drawn) | -0.3 | -7 | 0 | -5 | 0 | -10 | -1.0 | i | 3 | -1
CCCCn1c(=O)[nH]c(=O)c2c1nc(-c1ccc(OCC)cc1)n2CC | -0.8 | -12 | -2 | 2 | -2 | -3 | 0.2 | i | 5 | 1
COCCCNC(=O)C1CCCN(C(=O)Nc2ccc(OC)cc2)C1 (stereo not drawn) | -0.8 | -1 | 1 | -5 | -6 | -7 | -1.0 | i | -2 | 0
COc1cc(C)nc(NS(=O)(=O)c2ccccc2)n1 | -0.1 | -1 | 1 | 2 | -4 | -3 | 0.8 | i | -9 | 2
O=C(Cc1ccc(Cl)cc1)NCC(=O)N1CCC2(CC1)NCCc1[nH]cnc12 | -0.5 | -2 | -6 | 0 | 0 | / | -1.0 | i | 0 | 1
Cc1ccccc1NC(=O)CSc1nnc(NC(=O)C2CC2)s1 | -0.6 | -3 | -1 | -1 | 0 | 2 | -1.4 | i | 4 | 0
C=CCSc1nnc(Cc2c(C)[nH]c3ccccc23)o1 | -0.2 | -55 | 9 | -1 | -3 | -19 | 0.5 | i | 0 | -3
CC(=O)Nc1cccc(NC(=O)CSc2nc3c(=O)n(C)c(=O)n(C)c3n2C)c1 | -0.5 | 7 | -1 | 0 | 0 | -2 | -0.4 | i | 2 | -5
CC(C)C(C(=O)Nc1cccnc1)N1C(=O)c2ccccc2C1=O (stereo not drawn) | -0.4 | -8 | -7 | -5 | 10 | 3 | -0.4 | i | 0 | -6
O=C(Cc1ccccc1)NCCC1=CCCCC1 | -1.1 | 14 | 3 | 2 | 2 | 35 | -0.2 | i | 4 | -1
O=C(CCCCCNC(=O)N1CCn2c1nc1ccccc12)N[C@@H](C(=O)O)c1ccccc1 | -0.8 | 5 | 4 | 6 | -6 | 1 | -1.1 | i | 0 | -2
Cc1cc(NC(=O)CSc2nnnn2-c2ccc(C)c(C)c2)no1 | -0.1 | 7 | 2 | -9 | -2 | -6 | -0.7 | i | -19 | 0
COc1ccc(Nc2nc(-c3ccccc3)c3ccccc3n2)cc1 | 0.8 | 6 | 20 | -4 | 0 | -7 | 1.4 | i | -11 | -1
CC(C)(C)OC(=O)COc1cc(F)ccc1[N+](=O)[O-] | -0.2 | -9 | -8 | 0 | 2 | -3 | -0.3 | i | -1 | 3
Cc1ccc(-n2nc3cc(C)c(NC(=O)c4cccnc4)cc3n2)cc1 | 0.1 | -12 | 4 | 4 | -2 | -3 | -4.1 | i | -4 | -4
CCN(CC(=O)Nc1c(F)cccc1F)C(=O)/C=C/c1ccc(S(=O)(=O)N2CCCCCC2)cc1 | -0.6 | 6 | -14 | 2 | 1 | 2 | -0.9 | i | -1 | -2
O=C(COc1ccc(/C=N/NC(=O)c2ccccc2O)cc1)Nc1ccc([N+](=O)[O-])cc1 | 0.0 | 1 | 0 | 40* | 6 | -5 | 37 | i | 43* | 7
CC(=O)c1cc(C#N)c(SCC(=O)OC(C)(C)C)nc1C | -0.7 | 6 | -5 | 6 | 0 | -7 | -0.8 | i | -2 | -2
CC(C)(C)c1ccc(C(CC(=O)O)NC(=O)CSc2ccccc2)cc1 (stereo not drawn) | -1.4 | 14 | 3 | -5 | 0 | -3 | -0.4 | i | -3 | 5
CC(=O)N1CCN(c2ccc(NC(=O)c3cccc(Cl)c3)cc2)CC1 | -0.5 | 2 | 3 | -3 | -2 | -10 | -1.4 | i | -5 | -2
CCOC(=O)c1c(S(=O)(=O)N2CCCC2)c(C)n(C)c1C | -1.1 | 9 | 6 | -1 | -1 | 1 | -0.2 | i | 1 | 3
CCN(CC(=O)NCc1cccs1)C(=O)c1ccc(NS(=O)(=O)c2cccc([N+](=O)[O-])c2)cc1 | -0.4 | 5 | -22 | -3 | 1 | -1 | 1.2 | i | -4 | 1
CCOC(=O)C(C)(C)N(Cc1ccccc1C)S(=O)(=O)c1ccc(Cl)c([N+](=O)[O-])c1 | -0.1 | -7 | -9 | -6 | 3 | -10 | 2.1 | i | -7 | 6
O=C(c1cccc(OC(F)F)c1)N1CCN(c2ncccn2)CC1 | 0.1 | 13 | 2 | 2 | 5 | -10 | -1.1 | i | 3 | 2
C#CCOc1c(Cl)cc(C2C3=C(CCCC3=O)N(CC(=O)O)C3=C2C(=O)CCC3)cc1OC | 1.7 | 12 | -1 | 4 | 1 | -5 | 0.6 | i | -3 | -12
O=C(COC(=O)c1nsc(Cl)c1Cl)NC1CCCC1 | -0.3 | 2 | -1 | 5 | 0 | 1 | -0.4 | i | -4 | 1
Cc1ccc(-c2noc(Cn3cc(S(=O)(=O)N4CCCC4)ccc3=O)n2)cc1 | -0.3 | -14 | 3 | -2 | -2 | -3 | -0.1 | i | 3 | -30
CCOC(=O)c1nn(-c2ccc(F)cc2)c(=O)cc1OCC(=O)Nc1ccc(OCC)cc1 | -0.6 | 21 | 36 | -1 | 7 | -1 | 1.1 | i | 2 | 69*
